PGC1a acetyl inh = lowers PGC1a acetylation signal in U2OS cells | AlphaScreen anti-acetyl-lysine; with virally co-expressed GCN5 acetyltransferase | inhibition, % at 15.6 µM | 0.17% of 350,000 active | AID 651687;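 active means every replicate shows inhibition of at least 40%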;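 further: 0% = neutral control wells and 100% = positive control wells; some results beyond the cut were filed as inactive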
FN deposit inh = fibronectin deposition inhibition; AH1F fibroblasts, Alexa488-fibronectin deposition fluorescence, overnight; inhibition, % at 12.6 µM; 0.086% of 350,000 active; AID 743247;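 active means mean inhibition across replicates of 30% or more, regardless of how many single replicates reach that level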;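 further: positive control wells lacked labelled fibronectin entirely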
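Measured by – fluorescence 485/525 nm · System – AH1F fibroblast monolayer, labelled fibronectin deposition · Amount – 10000 cells per well · Buffer or medium – serum-reduced DMEM (2% serum) · Doses – single dose, pinned · Also added – fluorescent fibronectin at 24 nM final · Schedule – 1 h cell attachment, overnight exposure to compound and label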
Cneo AK release = causes C. neoformans cell lysis; adenylate kinase release luminescence, 4 h; normalised: neutral wells 0, clomiphene wells 100; lysis activity, % at 15 µM; 0.2% of 360,000 active; AID 651654;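 active means mean lysis activity across replicates of at least 80%, whatever share of replicates individually reach that level; inactive means mean lysis activity below 80%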
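Schedule: static 4 h at 37 °C with compound, 1 h detection; system: C. neoformans cells; benchmarks: Clomiphene as positive control; buffer or medium: fresh YPD medium; measure: luminescence rise reflecting yeast cell lysis; measured by: luminescent adenylate kinase detection reagent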
CFTR F508del cor = CFTR F508del correction in bronchial cells; AID 720511; 0.36% of 350,000 active; CFBE cells, YFP halide quenching; stimulated with forskolin plus potentiator P3; % fluorescence drop versus neutral controls; activity (quench increase), % at 7.58 µM;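 active means mean added fluorescence quench of at least 8% versus neutral control, with both replicates also reaching 8%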;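 further: cells transiently co-express mutant CFTR-F508del with the halide-sensitive YFP; corrector assay measuring rescue of mutant channel to the surface after 24 h compound exposure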
PglD DTNB = inhibitors of Campylobacter jejuni PglD acetyltransferase; AID 602405; 0.098% of 360,000 active; inhibition, % at 12.5 µM; purified PglD enzyme, DTNB colorimetric CoA detection; in the data active means inhibition above about 16%, passing the limit was not always enough; further: strong numbers were not always called active
INS-1E GSIS act = primary screen for activators of insulin secretion dependent on glucose, INS-1E cells, GLuc reporter luminescence; activation, % at 16.6 µM; 0.61% of 370,000 active; INS-1E GLuc reporter insulin secretion, 2-3 h;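 active means lowest replicate activation of at least 40%, so every replicate reaches that level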;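 further: 0% = median of neutral control wells and 100% = median of IBMX positive control wells; some compounds called inactive have numbers as strong as hits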
miR122 inh = inhibitors of miR-122 in Huh7 cells | 0.3% of 340,000 active | AID 602342 | activation (reporter increase), % at 12.5 µM | Huh7 miR-122 Renilla luciferase sensor, 48 h; neutral wells = 0, positive control = 100;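 active means mean replicate activation score at least 90 and every replicate individually at or above 90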;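 further: higher luciferase means less miR-122 activity so hits act as miR-122 inhibitors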
C2C12 statin = suppressors of simvastatin-induced myotoxicity in C2C12 myotubes | ATP luminescence, 48 h; scaled: DMSO 0, geranylgeraniol control 100 | rescue of ATP level, % at 7.49 µM | 0.78% of 330,000 active | AID 602340;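 active means mean ATP rescue above about 67%, or every replicate alone reaching that limit, limit read from the data, passing the limit was not always enough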;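 further: myotubes were challenged with 10 µM simvastatin during compound exposure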
* = called active by the depositor; · = not tested or not shown; & = joins results of further samples; [ ] = another dose, or the depositor's remark.

Letter code – A = PGC1a acetyl inh; B = FN deposit inh; C = Cneo AK release; D = CFTR F508del cor; E = PglD DTNB; F = INS-1E GSIS act; G = miR122 inh; H = C2C12 statin
C[C@H](O)C#Cc1cnc2c(c1)C(=O)N([C@@H](C)CO)C[C@H](C)[C@H](CN(C)C(=O)CC1CC1)O2
  A = 7; B = -10; C = 1; D = -2.4; E = -1; F = 6; G = -10[16.7 µM]; H = 9
COc1ccc(NC(=S)NCCc2ccccc2)c(C)c1
  A = -1; B = 9; C = 7; D = 1.2; E = 3; F = 15; G = 3; H = ·
NS(=O)(=O)c1cccc(NC(=O)CCC(=O)c2cccs2)c1
  A = 14; B = -20; C = -2; D = ·; E = 8; F = 1; G = 6; H = 0
CCOC(=O)c1oc2ccc(Br)cc2c1CSc1nnc(C)s1
  A = 12; B = 3; C = 0; D = ·; E = 1; F = 5; G = 0; H = 3
CC(C)Cc1nc(SCC(=O)N2CCCC2)c2c(=O)n(C)c(=O)n(C)c2n1
  A = ·; B = -6; C = 20; D = 1.1; E = 8; F = -3; G = ·; H = -6
COc1ccc(-c2nc(-c3ccc(C(=O)O)cc3)no2)cc1
  A = ·; B = 0; C = 4; D = -2.1; E = ·; F = ·; G = ·; H = 5
O=C(COC(=O)c1cc(Br)ccc1O)NNC(=O)c1cccs1
  A = ·; B = -6; C = 1; D = -4.6; E = -3; F = ·; G = ·; H = 8
O=C1CCCC/C1=C/NCc1ccccc1
  A = -9; B = -4; C = ·; D = ·; E = ·; F = 3; G = 15; H = -8
C[C@@H]1CCCCO[C@H](CN(C)S(=O)(=O)c2cccs2)[C@H](C)CN([C@H](C)CO)C(=O)c2cc(N(C)C)ccc2O1
  A = -13; B = ·; C = 59; D = -0.6; E = -1; F = -1; G = 8[16.7 µM]; H = -34
Cc1occc1-c1nnc(SCC(=O)Nc2ccccc2)n1CCc1ccccc1
  A = -13; B = -27; C = 0; D = ·; E = 6; F = ·; G = 2; H = ·
CCN(CC)c1ccc(C=C2C(=O)OC(c3ccccc3)OC2=O)cc1 (stereo unspecified)
  A = 19; B = -3; C = ·; D = 0.5; E = ·; F = 3; G = -2; H = ·
CCCCCCc1nc2ccccc2c(=O)n1NC(=O)c1c(O)c2c(n(CC(C)C)c1=O)CCCC2
  A = -1; B = 17; C = 1; D = ·; E = -9; F = ·; G = 0; H = -10
CC(=O)Nc1cccc(/C(C)=N/N2C(C)CCCC2C)c1 (stereo unspecified)
  A = 7; B = -3; C = 2; D = 0.3; E = 2; F = -7; G = 6; H = 2
CCN1[C@H](C(=O)NCc2ccncn2)[C@@H](CO)[C@@H]2Cn3c(ccc(-c4ccc(F)cc4)c3=O)[C@@H]21
  A = ·; B = ·; C = 1; D = -1.4; E = 1; F = 4; G = 3[16.7 µM]; H = 6
Cc1noc(C)c1S(=O)(=O)Nc1ccc2c(c1)C(=O)N([C@H](C)CO)C[C@H](C)[C@H](CN(C)C(=O)C1CCCCC1)OCCCC[C@H](C)O2
  A = -6; B = ·; C = 11; D = -2.7; E = -1; F = -19; G = -10[16.7 µM]; H = ·
C/C=C/c1cnc2c(c1)C(=O)N([C@H](C)CO)C[C@H](C)[C@H](CN(C)C(=O)NC1CCCCC1)O2
  A = 4; B = 6; C = ·; D = -0.2; E = ·; F = 20; G = ·; H = ·
O=C(Cn1c2ccccc2c2nc3n(c(=O)c21)CCS3)Nc1ccccc1C(F)(F)F
  A = -28; B = -4; C = ·; D = -0.3; E = ·; F = -4; G = -8; H = ·
CCOC(=O)c1cc(-c2ccccc2)n(CCC(=O)NC(C)CC)c1C (stereo unspecified)
  A = -19; B = -9; C = -4; D = ·; E = -2; F = 2; G = 1; H = 10
CC(Sc1ncccn1)C(=O)Nc1ccc2c(c1)OCCO2 (stereo unspecified)
  A = 11; B = 5; C = -9; D = -0.7; E = -4; F = -6; G = -7; H = 1
O=C(CSc1ccc(F)cc1)Nc1ccccc1N1CCOCC1
  A = 1; B = 2; C = 0; D = 0.5; E = 0; F = 14; G = 0; H = 10
C[C@H](CO)N1C[C@H](C)[C@@H](CN(C)S(=O)(=O)c2cccs2)Oc2ccc(NS(=O)(=O)c3ccc(F)cc3)cc2C1=O
  A = -3&-5; B = -9&-3; C = -1; D = -3.1&0.1; E = 5; F = 13; G = 4; H = 4
CC(CN1CCC(n2nccc2NC(=O)CCCc2ccccc2)CC1)c1ccccc1 (stereo unspecified)
  A = 6; B = ·; C = 1; D = 6.0; E = 2; F = 8; G = -3; H = ·
C[C@@H]1CN([C@@H](C)CO)C(=O)CCCn2cc(nn2)CO[C@H]1CN(C)S(=O)(=O)c1ccc(-n2cccn2)cc1
  A = 5&0; B = -6&-8; C = 1; D = -2.4&-1.8; E = 3; F = 18&11; G = 5; H = -2
COc1ccc(C2N(C(=O)CN3CCCC3)CCCN2S(=O)(=O)c2ccccc2)cc1 (stereo unspecified)
  A = 18; B = 1; C = -1; D = -1.5; E = -3; F = 17; G = 2; H = 14
CC(C)Oc1ccc(C(CC(=O)O)NC(=O)C(Sc2ccccc2)c2ccccc2)cc1 (stereo unspecified)
  A = 7; B = 5; C = -2; D = 0.9; E = 6; F = -6; G = -4; H = ·

Given with values under each structure: 3 of the compounds above
Screens in order – PGC1a acetyl inh	FN deposit inh	Cneo AK release	CFTR F508del cor	PglD DTNB	INS-1E GSIS act	miR122 inh	C2C12 statin
- CCCCCCc1nc2ccccc2c(=O)n1NC(=O)c1c(O)c2c(n(CC(C)C)c1=O)CCCC2
  -1	17	1	·	-9	·	0	-10
- O=C(COC(=O)c1cc(Br)ccc1O)NNC(=O)c1cccs1
  ·	-6	1	-4.6	-3	·	·	8
- CC(CN1CCC(n2nccc2NC(=O)CCCc2ccccc2)CC1)c1ccccc1 (stereo unspecified)
  6	·	1	6.0	2	8	-3	·

Continuation:
Letter code – A = PGC1a acetyl inh; B = FN deposit inh; C = Cneo AK release; D = CFTR F508del cor; E = PglD DTNB; F = INS-1E GSIS act; G = miR122 inh; H = C2C12 statin
Cc1nc(SCC(=O)NC2CCS(=O)(=O)C2)c2c3c(sc2n1)CCC3 (stereo unspecified)
  A = 11; B = 0; C = ·; D = 0.4; E = ·; F = 8; G = -4; H = 5
Cc1ccc(C(=O)NNC(=O)C(C)Oc2ccc3ccccc3c2)o1 (stereo unspecified)
  A = ·; B = -3; C = ·; D = 0.4; E = ·; F = -4; G = ·; H = 3
N#Cc1ccc(CN2CCN(C(=O)CNC(=O)Cc3cccc4ccccc34)CC2)cc1
  A = 10; B = 3; C = -1; D = 0.2; E = 6; F = -34; G = -2; H = -7
CN(NS(=O)(=O)c1ccccc1)c1nc2ccccc2nc1C(F)(F)F
  A = -9; B = ·; C = 0; D = ·; E = -4; F = -2; G = 9; H = -30
Cc1cc(OC(C(=O)O)c2ccccc2)c2c(C)c(Cc3ccccc3)c(=O)oc2c1 (stereo unspecified)
  A = 2; B = -3; C = -1; D = -1.9; E = -16; F = -35; G = -4; H = 5
Fc1ccccc1/C=N/n1c(C2CCCCC2)n[nH]c1=S
  A = 3; B = 12; C = 16; D = 4.0; E = -7; F = 3; G = 1; H = 0
COC(=O)C1=C(C)Nc2ncnn2C1c1cccnc1 (stereo unspecified)
  A = 2; B = -4; C = 4; D = ·; E = 1; F = ·; G = -10; H = ·

An excerpt from above, showing only INS-1E GSIS act and FN deposit inh.
Structure	INS-1E GSIS act	FN deposit inh
Cc1nc(SCC(=O)NC2CCS(=O)(=O)C2)c2c3c(sc2n1)CCC3 (stereo unspecified)	8	0
Cc1ccc(C(=O)NNC(=O)C(C)Oc2ccc3ccccc3c2)o1 (stereo unspecified)	-4	-3
N#Cc1ccc(CN2CCN(C(=O)CNC(=O)Cc3cccc4ccccc34)CC2)cc1	-34	3
CN(NS(=O)(=O)c1ccccc1)c1nc2ccccc2nc1C(F)(F)F	-2	·
Cc1cc(OC(C(=O)O)c2ccccc2)c2c(C)c(Cc3ccccc3)c(=O)oc2c1 (stereo unspecified)	-35	-3

From PubChem

This is a random part of the collection; 2.1% or so of the library scored in one or more.
